Tat transport: E. coli Tat export inhibitors, primary screen, MC4100, TorA-mCherry reporter, fluorescence, single point; 340,000 tested, 0.036% active; inhibition, % at 10 µM;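 active = mean replicate inhibition at least 50% and at least half of replicates individually reaching 50%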;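 note: exported cargo escapes ClpAP degradation while cytoplasmic cargo is degraded and loses fluorescence; 0% = median of neutral control wells and 100% = median of NaSCN control wells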
PKA-R2B activ: activators of PKA-R2B holoenzyme, primary screen, biochemical, fluorescence polarization, Cy5-IP20, human. 340,000 tested, 0.079% active. activation, % at 11.4 µM. PKA-R2B holoenzyme dissociation; R2B truncated from residue 108, S112A mutant; 0% DMSO only, 100% 113 µM cGMP. cAMP-dependent protein kinase catalytic subunit beta (Homo sapiens) + cAMP-dependent …. AID 504700, 2011;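 active = activation above a cutoff set at the mean over all compounds plus 3 SD, cut at about 18% in these data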;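 note: higher means more holoenzyme dissociation and a rise in polarization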
DAGLB inh: DAGLB lipase inhibitors, primary screen, biochemical, fluorescence, HTS. Diacylglycerol lipase-beta (Homo sapiens), Q8NCG7. HEK293T DAGLB membrane lysate, EnzChek fluorogenic substrate. inhibition, % at 5.17 µM. 340,000 tested, 0.059% active; in the data active = inhibition above about 34%;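 note: 0% = enzyme with vehicle and 100% = wells lacking enzyme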
Target sequence (Q8NCG7 whole entry, looked up): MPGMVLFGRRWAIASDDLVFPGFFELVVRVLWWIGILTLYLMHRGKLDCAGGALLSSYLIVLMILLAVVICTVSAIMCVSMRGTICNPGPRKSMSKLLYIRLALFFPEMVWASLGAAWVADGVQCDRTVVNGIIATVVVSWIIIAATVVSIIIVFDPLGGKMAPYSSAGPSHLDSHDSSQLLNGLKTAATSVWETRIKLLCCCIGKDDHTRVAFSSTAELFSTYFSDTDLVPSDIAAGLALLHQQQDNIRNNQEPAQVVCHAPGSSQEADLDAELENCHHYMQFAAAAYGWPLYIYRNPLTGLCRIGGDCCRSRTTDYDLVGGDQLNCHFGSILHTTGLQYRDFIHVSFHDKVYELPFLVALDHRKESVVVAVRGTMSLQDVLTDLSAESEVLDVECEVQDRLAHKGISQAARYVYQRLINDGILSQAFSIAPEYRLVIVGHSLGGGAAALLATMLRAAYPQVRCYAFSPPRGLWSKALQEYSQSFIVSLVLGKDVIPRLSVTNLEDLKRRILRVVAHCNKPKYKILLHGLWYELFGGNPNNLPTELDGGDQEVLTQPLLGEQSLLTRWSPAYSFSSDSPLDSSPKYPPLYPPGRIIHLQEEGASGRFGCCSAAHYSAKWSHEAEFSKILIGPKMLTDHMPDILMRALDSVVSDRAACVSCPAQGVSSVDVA
AddAB inh: growth inhibition of E. coli expressing H. pylori AddAB, primary screen, AddAB inhibitor project, absorbance. AID 435030, 2010. 330,000 tested, 0.29% active. inhibition, % at 11.9 µM; in the data active = inhibition above about 12%;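 note: 0% = vehicle wells of infected cells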
CDK5 p35 inh: inhibitors of human CDK5/p35 kinase, primary screen, biochemical, single concentration; Cyclin-dependent kinase 5 (Homo sapiens) + Cyclin-dependent kinase 5 activator 1 (Homo …; Recombinant CDK5/p35, ADP-Glo luminescence, 60 min; inhibition, % at 10 µM; 330,000 tested, 0.01% active;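 active = highest replicate inhibition of at least 50% and at least 75% of replicates reaching 50%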;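 note: plate controls were DMSO neutral control for no effect and GW8510 at 10 µM for full effect; many of its hits are not listed in these tables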
HTR5A ag ctr: HTR5A agonists in luminescence cell assay, primary screen, counter-screen for OPRM1-OPRD1 heterodimer agonist project, full-deck HTS. 5-hydroxytryptamine receptor 5A (Homo sapiens), P47898. 340,000 tested, 0.61% active. activation, % at 9.3 µM. cell-based; in the data active = activation mostly above about 9.5%, no sharp cut-off; inactive = mostly below about 7.6%;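 note: 0% = cells with vehicle only and 100% = reference agonist; strong numbers were not always called active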
Target sequence (P47898 whole entry, looked up): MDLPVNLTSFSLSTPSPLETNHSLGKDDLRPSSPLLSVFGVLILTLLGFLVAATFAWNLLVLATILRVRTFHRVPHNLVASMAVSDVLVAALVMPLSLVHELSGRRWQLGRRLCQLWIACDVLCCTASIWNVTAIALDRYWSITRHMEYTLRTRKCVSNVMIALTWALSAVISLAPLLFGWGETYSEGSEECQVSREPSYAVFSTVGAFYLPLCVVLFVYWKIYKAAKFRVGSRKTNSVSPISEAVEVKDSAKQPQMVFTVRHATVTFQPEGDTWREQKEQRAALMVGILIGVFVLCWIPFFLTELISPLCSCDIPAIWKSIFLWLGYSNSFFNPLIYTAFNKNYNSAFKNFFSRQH
PKA-R1A activ: activators of PKA-R1A holoenzyme, primary screen, biochemical, fluorescence polarization, Cy5-IP20, bovine R1A, mouse PKAc; PKA-R1A dissociation; scaled: DMSO 0%, 113 µM cGMP 100%; activation, % at 11.4 µM; 340,000 tested, 0.083% active; AID 504707, 2011;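 active = percent activation above the mean of all tested compounds plus 3 SD, cut at about 19% in these data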;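 note: higher means more PKAc released from R1A so a rise in polarization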
phage Ecoli inh: growth loss of phage-infected E. coli, primary screen, RecBCD inhibitor project, absorbance, with phage, HTS; inhibition, % at 11.9 µM; 360,000 tested, 0.26% active; AID 651602, 2012; in the data active = inhibition above about 11%
HTR5A inv ag: HTR5A inverse agonists in luminescence cell assay, primary screen, counter-screen for OPRM1-OPRD1 heterodimer inverse agonist project, full-deck HTS; 340,000 tested, 0.083% active; 5-hydroxytryptamine receptor 5A (Homo sapiens), P47898; HTR5A cell line, inverse agonism; AID 504634, 2011; inhibition, % at 9.3 µM; in the data active = inhibition mostly above about 23%, no sharp cut-off; inactive = mostly below about 18%;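 note: 0% = cells with DMSO and 100% = no-cell wells with DMSO; some compounds called inactive have numbers as strong as hits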
SUMO Mot1 rescue: yeast Mot1-301 growth rescue at high temperature, primary screen, SUMOylation pathway inhibitor project, S. cerevisiae, ATP luminescence, 38.5C; AID 2716, 2010; growth rescue, % at 18.8 µM; S. cerevisiae Mot1-301 growth rescue; percent above DMSO median, 100 means doubled; 320,000 tested, 1% active;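 active = every valid replicate shows activation above 250% relative to neutral control wells; inactive = the rest, any valid replicate at or below 250%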;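 note: OY570 slx delta 5 strain wells were the positive control but not used for scaling; some compounds called inactive have numbers as strong as hits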
E coli growth: E. coli V3065 growth inhibition, primary screen, counter-screen for AddAB inhibitor project, absorbance, OD600. 18 h. inhibition, % at 11.9 µM. 330,000 tested, 0.27% active;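 active = inhibition above the campaign's mean inhibition across all tested compounds plus 3 SD, cut at about 9.9% in these data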;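 note: uninfected addAB+ strain grown without phage in ampicillin broth; 0% = DMSO wells and 100% = ciprofloxacin 0.95 µg/ml wells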
* = called active by the depositor; / = no result given.

SMILES	Tat transport	PKA-R2B activ	DAGLB inh	AddAB inh	CDK5 p35 inh	HTR5A ag ctr	PKA-R1A activ	phage Ecoli inh	HTR5A inv ag	SUMO Mot1 rescue	E coli growth
CCOc1ccc(CN2CCN(CCCc3ccccc3)CC2CCO)cc1 (stereo not drawn)	6	-1	0	0.8	-0.6	3	-4	1.6	-12	-14	-3.1
COc1ccc(C(=O)O/N=C(\N)Cc2ccc([N+](=O)[O-])cc2)c(OC)c1	-5	-5	-10	1.6	1.0	9	-15	-0.7	0	-7	1.9
O=C(COc1cccnc1[N+](=O)[O-])c1ccc(Cl)s1	19	-2	3	-0.2	-0.9	1	-6	4.7	-4	-12	-1.3
O=C(Nc1ccc(N2CCOCC2)cc1)c1cc(-n2cnnc2)ccc1Cl	21	-4	2	3.4	0.7	9	1	1.5	-8	-6	-1.7
N#Cc1ccccc1NC(=O)CN1C(=O)NC(Cc2c[nH]c3ccccc23)C1=O (stereo not drawn)	1	-7	-2	-0.4	0.3	-3	-3	-0.7	-1	/	2.5
Cc1ccc(CCNC(=O)C2CCN(S(=O)(=O)c3cccc4nonc34)CC2)cc1	4	4	1	2.2	-0.1	-8	4	1.4	17	3	-0.1
CN1CCCC(OC(=O)c2ccc(S(=O)(=O)N(C)C)cc2)C1 (stereo not drawn)	9	2	-1	-0.5	-0.7	0	-3	2.8	-2	7	-1.9
CC1=C(C(=O)OCC2CCCO2)C(c2ccccc2)NC(=O)N1 (stereo not drawn)	-5	-2	1	-0.3	2.8	4	1	2.5	-7	-15	-1.8
O=C(CNC(=O)c1cccnc1)N/N=C/c1ccc(O)cc1O	-11	-7	-9	0.6	0.3	3	-1	1.3	-12	3	-1.5
[O-]/[N+](=C\c1ccc(F)cc1)c1ccccc1	-3	-12	-1	2.0	-1.1	0	14	0.2	-14	72	-0.7
Cc1ccc(S(=O)(=O)N2CCOCC2)cc1NCC(=O)Nc1ccc(OC(F)(F)F)cc1	-8	-5	0	-0.9	-1.9	-2	6	-0.2	8	0	5.1
CC1CCN(S(=O)(=O)c2ccc(Cl)cc2Br)CC1	3	4	-7	2.3	-0.8	4	11	3.6	-11	19	1.7
CC(C)(C)C(=O)OCOC(=O)[C@@H]1N2C(=O)[C@@H](N=CN3CCCCCC3)[C@H]2SC1(C)C	0	1	1	-4.4	-2.2	-2	-7	1.8	6	0	-2.3
CCCn1c(CN2CCN(C)CC2)nc2ccccc21	3	0	-1	-0.2	-4.0	-2	-6	-1.4	6	-17	-1.5
COC(=O)C1C(c2ccccc2)NC(=O)NC1(O)C(F)(F)Cl (stereo not drawn)	-5	9	2	4.6	1.0	2	-14	3.2	11	-5	0.0
O=C(Nc1ccccc1)NC1CCN(Cc2ccccc2)CC1	-5	-7	2	1.6	0.2	-1	-2	3.2	2	-2	-2.5
O=c1cc(CNCCCO)c2ccccc2[nH]1	-7	5	-1	1.7	0.0	2	-2	0.8	-2	-9	1.4
O=C(OCc1nnc(-c2ccccc2)o1)c1cc(S(=O)(=O)N2CCOCC2)c(Cl)cc1Cl	1	-10	2	-2.0	-2.3	2	2	3.3	8	77	-5.5
CNC(=O)CSc1nnc(C2CC2)n1-c1ccccc1	0	-3	0	-2.8	-1.4	4	-4	4.1	43	-7	-1.7
Nn1c(=O)c2ccccc2n2c(SCc3ccccc3)nnc12	-9	-3	1	-0.9	-0.6	-9	-14	4.3	23	-5	1.4
Cc1noc(C)c1COc1ccc(C(=O)NCCc2ccccn2)cc1	22	-2	2	0.6	-5.7	-5	-6	-0.5	-9	-12	1.0
CC(=O)N/C(=N/c1nc(C)cc(C)n1)Nc1ccc(F)cc1F	-2	11	0	0.8	-0.5	0	14	1.7	-1	-3	2.8
C=CCN1C(=O)c2ccc(C(=O)N3CCN(S(=O)(=O)c4cccc(F)c4)CC3)cc2C1=O	-4	-3	1	0.3	-0.2	-3	4	4.5	5	-5	-4.0
O=C(N1CCCC1)C12CC3CCC(CC(C3)C1)C2	-2	7	-1	1.6	-3.6	7	-10	2.2	-4	27	1.9
O=P(O)(O)COc1ccccc1P(=O)(c1ccccc1)c1ccccc1	-5	3	-1	0.6	0.8	1	-7	-0.8	7	/	1.3
CCSc1nnc(NC(=O)Cc2cccc(OC)c2)s1	-5	-10	-2	2.7	-0.8	3	-10	2.4	6	3	-0.3
COc1ccc(-c2nnc(NC(=O)C3=COCCO3)o2)cc1	0	-4	-2	4.6	1.9	6	-4	1.0	-16	13	-1.4
COC(=O)CN(c1cc(C(F)(F)F)ccc1Cl)S(C)(=O)=O	0	-4	1	-0.3	2.9	-3	1	1.5	2	-3	-0.2
COc1cccc(NC(=O)c2ccc3c(c2)CCCC3)c1	-1	-2	-7	1.2	1.8	4	-31	3.4	-18	-23	0.2
COc1cccc(C(C(=O)NC(C)(C)C)N(CCC(C)C)C(=O)CCC(=O)Nc2cc(C)on2)c1OC (stereo not drawn)	6	4	-3	2.6	0.9	4	-7	2.0	-11	-4	-0.5
Cc1c(C(=O)Nc2cccc(Cl)c2)c2ccccn2c1CCc1ccncc1	5	-12	1	/	1.1	5	-3	2.8	-9	/	/
COCn1c(COc2ccccc2)nc2ccccc21	6	6	-1	0.8	0.1	2	3	2.6	-1	-2	-0.9
Cc1cc(N2CCN(C(c3ccccc3)c3ccccc3)CC2)n2ncnc2n1	4	-3	-9	-1.3	-0.5	0	-7	0.2	-15	4	-2.8
CN(C)c1nc(N/N=C/c2c[nH]c3ccccc23)nc(N2CCOCC2)n1	-3	-3	1	3.0	4.0	10	-12	2.6	-33	6	-0.8
Cc1ccc([C@H]2C(C(=O)O)=CC[C@@H](c3ccc(C(C)C)cc3)N2S(=O)(=O)c2ccc(C)cc2)cc1	16	-5	7	1.0	0.0	-2	-4	2.8	6	25	-1.6
O/N=C(/CCc1ccccc1)c1ccc2c(c1)OCCO2	25	-7	-14	0.2	2.1	3	-17	3.2	-9	37	-1.3

Exported with two lines to a compound: part of the list above.
Fields – Tat transport	PKA-R2B activ	DAGLB inh	AddAB inh	CDK5 p35 inh	HTR5A ag ctr	PKA-R1A activ	phage Ecoli inh	HTR5A inv ag	SUMO Mot1 rescue	E coli growth
> COCn1c(COc2ccccc2)nc2ccccc21
→ 6	6	-1	0.8	0.1	2	3	2.6	-1	-2	-0.9
> Cc1cc(N2CCN(C(c3ccccc3)c3ccccc3)CC2)n2ncnc2n1
→ 4	-3	-9	-1.3	-0.5	0	-7	0.2	-15	4	-2.8
> CN(C)c1nc(N/N=C/c2c[nH]c3ccccc23)nc(N2CCOCC2)n1
→ -3	-3	1	3.0	4.0	10	-12	2.6	-33	6	-0.8

Later entries:
SMILES	Tat transport	PKA-R2B activ	DAGLB inh	AddAB inh	CDK5 p35 inh	HTR5A ag ctr	PKA-R1A activ	phage Ecoli inh	HTR5A inv ag	SUMO Mot1 rescue	E coli growth
C[C@]12CC[C@H](O)CC1=CCC1C2CC[C@@]2(C)C1CC[C@@H]2NC(=O)[C@@H](N)Cc1cnc[nH]1 (stereo partly drawn)	-15	-4	-2	/	0.5	1	0	1.1	-3	/	/
Cc1cccc(NC(=O)c2cccc(NC(=O)c3ccco3)c2)c1	12	-2	-1	/	-0.6	8	-5	2.3	-21	/	/
Cc1cc(C)c2nc3sc(C(=O)N4CCOCC4)c(N)c3cc2c1	0	-14	-1	2.5	0.9	9	-7	1.3	4	50	0.7
CCN(CC)S(=O)(=O)c1cc(NC(=O)COC(=O)CCC(=O)c2cccs2)ccc1C	-3	8	-4	-0.5	0.9	0	-8	4.3	-1	-27	-0.9
CCOc1cccc(/C(O)=C2/C(=O)C(=O)N(CCOC)C2c2ccco2)c1 (stereo not drawn)	-1	0	-1	0.2	-0.6	-4	-2	4.9	15	-2	-2.8
O=C(NCC1CCCO1)c1cccc(NC(=O)c2ccco2)c1 (stereo not drawn)	0	2	2	2.2	0.5	1	-5	1.7	12	-13	-2.4
C[C@@]12C(=O)Nc3ccc(Br)cc3C(=O)N1[C@H]1c3cc(Cl)ccc3OC[C@@H]1[C@@H]2c1ccccc1	-6	-11	-14	3.9	0.5	6	-11	/	-17	241	-0.2
CCCCNc1nc(-c2ccccc2)cc(C(F)(F)F)c1C(N)=O	5	-6	-2	2.9	2.3	0	-6	4.2	-13	16	-0.1
O=C(N/N=C/c1c[nH]c2ccccc12)c1cc(-c2ccccc2)n[nH]1	-4	2	0	-0.4	-0.3	-3	-2	3.5	6	-1	2.7
Cn1cc(CCCC(=O)NCc2ccccc2)c2ccccc21	5	10	-6	0.5	0.4	-1	-3	1.0	3	9	-1.7
Cc1cc(C)cc(NC(=O)C2CCN(S(=O)(=O)c3c(C)n[nH]c3C)CC2)c1	2	-6	0	5.0	-0.3	2	6	-0.8	-3	-1	-0.3
O=C(N/N=C/c1ccc([N+](=O)[O-])cc1)c1ccccc1OCc1ccccc1	-1	5	-3	3.2	2.1	0	-4	1.8	-1	165	2.2
CC(C)Cc1ccc(C(C)C(=O)Nc2nccs2)cc1 (stereo not drawn)	-13	-3	-5	-0.3	-1.4	6	2	-0.2	-16	349	-0.9
Nc1cc(N)nc(SCC(=O)N2CCc3ccccc32)n1	-4	-4	0	4.7	2.0	-3	-2	5.5	8	1	5.9
CC(=O)Cc1nsc(NC(=O)c2oc(-c3ccccc3Cl)cc2C)n1	-9	9	1	-0.3	-0.1	2	-3	0.9	-5	2	-2.5
O=C(NCCCCNC(=O)c1cccs1)c1cccs1	5	1	-1	4.9	0.9	3	1	2.8	-8	-10	0.0
CCC(C)Nc1nc2ccccc2n2c(C)nnc12 (stereo not drawn)	-7	-5	0	-0.6	0.5	3	-11	2.6	-12	1	-0.7
COC(C(=O)Nc1ccc(F)c(F)c1)c1ccccc1 (stereo not drawn)	-5	3	-1	3.1	-2.1	0	0	0.0	-12	-20	-1.5
CCOc1ccc(CN(C)CC(=O)Nc2ccc3c(c2)CCC3)cc1OC	5	-1	-3	0.8	1.3	-1	-5	4.0	-3	/	2.6
COc1ccc(C2C(C(C)=O)=C(O)C(=O)N2c2nccs2)c(OC)c1 (stereo not drawn)	5	8	0	0.3	0.4	-1	1	1.8	7	7	-1.8
CC1Cc2ccccc2N1C(=O)CN1C(=O)C(=O)N(Cc2ccccc2)C1=O (stereo not drawn)	-3	-10	-4	0.7	2.2	-1	-3	0.8	22	2	0.2
COc1ccc(-c2csc(N3CCC(C(N)=O)CC3)n2)cc1	11	-23	2	-1.6	0.6	3	3	0.0	-17	2	0.8
NC(=O)COC(=O)CC12CC3CC(CC(C3)C1)C2	-5	11	3	0.6	1.6	-5	-4	1.2	13	21	-0.1

Compound activity (PubChem)
